Bioassay records as filed in PubChem.
TAAR1 ag: human TAAR1 agonism | 0.99% of 360,000 active | activation, % at 3 µM | Q96RJ0 | CHO RD-HGA16 TAAR1, Fluo-8 calcium fluorescence; vehicle wells 0%, saturating PEA agonist 100%;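 active = activation above the mean activation of all test compounds in the run plus 3 SD, cut at about 38% in these data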
Target sequence (Q96RJ0 whole entry, looked up): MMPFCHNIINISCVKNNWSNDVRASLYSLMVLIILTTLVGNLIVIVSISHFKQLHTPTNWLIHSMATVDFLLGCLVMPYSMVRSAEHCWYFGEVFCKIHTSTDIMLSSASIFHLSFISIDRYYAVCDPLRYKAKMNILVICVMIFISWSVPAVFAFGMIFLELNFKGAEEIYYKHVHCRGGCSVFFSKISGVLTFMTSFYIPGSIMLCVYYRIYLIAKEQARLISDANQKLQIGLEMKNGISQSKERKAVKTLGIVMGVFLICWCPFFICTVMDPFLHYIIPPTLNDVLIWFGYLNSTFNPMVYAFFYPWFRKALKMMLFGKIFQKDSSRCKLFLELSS
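Repeats: no replicates (n 1) | Material: CHO-derived RD-HGA16 cells with stable Gα16 and human TAAR1 | Technique: Kinetic Fluo-8 calcium fluorescence | Schedule: 17-24 h seeding, 75 min 37 °C dye, 30 min RT | Evaluation: % activation from peak over basal fluorescence ratio, DMSO-to-PEA scaled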
TAAR1 antagonist: human TAAR1 antagonism; 1.5% of 360,000 active; inhibition, % at 3 µM; Q96RJ0; CHO RD-HGA16 TAAR1, Fluo-8 calcium fluorescence, antagonist;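 active = inhibition above a per-plate cutoff, the mean inhibition of test compounds on that plate plus 3 SD, cut at about 49% in these data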;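 also: 0% = DMSO plus EC80 beta-PEA response and 100% = DMSO alone without agonist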
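Assay system: RD-HGA16 CHO cells with stable hTAAR1 and Gα16 / Reagent: EC80 β-phenethylamine stimulus / Doses: 3 µM, single point / Timing: dye loading 75 min at 37 °C, then 30 min room temperature / Measured by: Fluo-8 intracellular calcium dye fluorescence, real-time kinetic reads / Controls: vehicle wells and EC80 agonist wells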
* hit, by the source's call. A portion of the library, so the mix of outcomes need not match the whole.

Compound | TAAR1 ag | TAAR1 antagonist
CCCn1cnnc1CNC(=O)[C@@H](Cc1ccccc1)NC(=O)[C@H]1O[C@@H](n2ccc(=O)[nH]c2=O)[C@H](O)[C@@H]1O | 4.2 | -19.0
Cc1ccc(Nc2nc(-c3ccc(O)c(O)c3)cs2)nc1 | 13.3 | 3.9
CC(Sc1nnc(-c2ccccc2F)n1C)C(=O)Nc1ccc(N2CCOCC2)cc1 (configuration not stated) | 1.0 | -0.6
O=C(NC1CCCC1)C1C(c2ccccc2)=Nc2ccccc2N1C(=O)c1ccc(C(F)(F)F)cc1 (configuration not stated) | -0.5 | -12.8
O=C(C(O)c1ccccc1)N1CCN(S(=O)(=O)c2ccc(C(F)(F)F)cc2)CC1 (configuration not stated) | 2.0 | 5.6
COc1ccc2ccccc2c1CN1CCN(c2ncc(Cc3ccccc3)cn2)CC1 | 1.4 | -70.0
COc1ccc(NC(=O)C(c2ccc(C#N)cc2)n2c(=O)c(-c3cc4ccccc4[nH]3)nc3ccccc32)cc1 (configuration not stated) | 2.1 | -12.8
COc1cccc(CNC(=O)[C@H]2CCCN2C(=O)[C@H]2CCCN2C(=O)c2cccc(OC)c2)c1 | 1.4 | 4.8
COC(=O)c1cc(=O)n(Cc2ccco2)c(=Nc2ccccc2)s1 | 0.2 | -19.7
C=CCC12C[C@@]3(O[C@H](c4ccc(C(F)(F)F)cc4)N=C3C[C@H](c3ccc(OC)cc3)[C@H]1C)N(Cc1ccc3c(c1)OCO3)C2=O | 6.9 | -58.2
CC(=Nc1ccc(Cl)cc1N)c1c(O)cc(C)oc1=O | -2.1 | 6.1
COC(=O)[C@]12C[C@H](CC(=O)N3CCCC3)C(=O)N(Cc3ccccc3)C1=C[C@H](C1CCCC1)O[C@@H]2C | -2.0 | 4.4
CCCCCCCCN1C(=O)[C@H](CC(=O)NCc2ccc(OC)c(OC)c2)C[C@@]2(C(=O)OCC)CCC=C12 | -2.2 | -13.4
COC(=O)C[C@@H]1C=C[C@H](NS(=O)(=O)c2cccc(F)c2)[C@@H](CO)O1 | 2.7 | -10.6
C#CCN1CC(COc2ccccc2)Oc2cccc(Oc3ccc(OC)cc3)c2S1(=O)=O (configuration not stated) | -0.2 | 11.8

Next section.
Compound | TAAR1 ag | TAAR1 antagonist
O=C(NCc1ccccc1)[C@H]1CCCN1C(=O)[C@H]1CCCN1C(=O)c1ccccc1 | 2.9 | -41.6
Cc1ccc(S(=O)(=O)N(C)c2cccc3c2S(=O)(=O)N([C@H](C)c2ccccc2)C[C@@H](COCc2ccccc2)O3)cc1 | 0.5 | 8.0
O=S(=O)(c1ccc(C(F)(F)F)cc1)N1CCCc2nc(-c3ccccc3)ccc21 | 3.1 | -14.4
O=C(Nc1ccc(F)cc1)C(c1cccc(F)c1)N1CCN(Cc2c(F)cccc2Cl)CC1 (configuration not stated) | -0.6 | -27.7
Clc1cccc(CN2CCN(c3ncc(Cc4ccccc4)cn3)CC2)c1Cl | -0.6 | -9.9
C[C@H](O)[C@@H]1C(=O)N2CCc3c([nH]c4c(-c5ccccc5)cccc34)[C@@H]2C[C@@H]1N(C)C(=O)/C=C/c1ccccc1 | 3.0 | -0.6
CCCCCCCCN1C(=O)[C@@H](CC(=O)N2CCN(C(=O)c3ccco3)CC2)C[C@@]2(C(=O)OC)C1=C[C@H](C(C)(C)C)O[C@@H]2C | -2.5 | -37.7
COC(=O)c1cc2c(c3c4cc(OC)ccc4n(S(=O)(=O)c4cccc(C)c4)c13)C(=O)N(Cc1ccccc1OC)C2 | -0.8 | -42.4
CCCN1C(=O)c2n[nH]c(C)c2C1c1ccc2c(c1)OCO2 (configuration not stated) | -1.0 | -15.2
O=C(Cc1cc(C(F)(F)F)cc(C(F)(F)F)c1)Nc1c(-c2ccccc2)[nH][nH]c1=O | -0.5 | -13.6
CCN=C1NC(c2ccc(F)cc2)C(C(=O)OC)=C(C)N1Cc1cccc(C(F)(F)F)c1 (configuration not stated) | 91.8* | 95.0*
C#CCNC(=O)c1cc(-c2ccccc2)sc1N | 5.9 | -1.9
O=c1[nH]c(-c2ccccc2)cn1C1CCN(Cc2ccc(-c3nc4ccc(Br)cc4nc3-c3ccccc3)cc2)CC1 | 8.3 | 46.8
Cc1cc(O)cc(=O)n1-c1cccc(Br)c1 | 0.8 | -20.0
CCCCOCC1CN(CCCC)S(=O)(=O)c2c(cccc2N2CCCC2)O1 (configuration not stated) | 0.9 | -19.6

More entries follow.
Compound | TAAR1 ag | TAAR1 antagonist
COC(=O)[C@]12C[C@H](CC(=O)NCCc3ccccc3OC)C(=O)N(Cc3ccccc3)C1=C[C@H](C1CCCC1)O[C@@H]2C | 0.5 | -15.6
CCCCc1c(-c2ccccc2OC)ncn1Cc1ccc(F)c(F)c1 | 1.0 | 6.9
CCCCOCC1CN(CCCC)S(=O)(=O)c2c(NCc3cc(OC)c(OC)c(OC)c3)cccc2O1 (configuration not stated) | -0.8 | 41.4
Cc1[nH]c2ccccc2c1CC(=O)Nc1ccc(N(C)c2cccnc2)c(-c2cccc(Cl)c2)c1 | 3.9 | -7.6
CC(=O)C1=C(C)N(Cc2ccc(Br)cc2)C(=S)NC1c1cccc(F)c1 (configuration not stated) | -0.5 | 27.5
CC(C)(C)NC(=O)C(c1ccccc1)n1c(=O)c(-c2ccccc2)nc2ccccc21 (configuration not stated) | 1.4 | -50.7
C=CCN=C1NC(c2ccc(Cl)cc2)C(C(=O)OC)=C(C)N1C (configuration not stated) | 0.3 | -11.8
COC(=O)C[C@H]1C=C[C@@H](NS(=O)(=O)c2ccc(C)cc2)[C@@H](CO)O1 | 2.2 | -21.2
CC1(C(=O)Nc2ccc3c(c2)OCCO3)CSCC(=O)N1C1CCN(Cc2ccccc2)CC1 (configuration not stated) | 0.8 | -18.3
O=C(OCc1ccccc1)N1Cc2ccnnc2CC1c1ccccc1-c1ccc(C(F)(F)F)cc1 (configuration not stated) | 7.2 | -17.7
C=CCN=C1NC(c2ccc(C(F)(F)F)cc2)C(C(=O)OC)=C(C)N1C (configuration not stated) | 2.2 | -2.3
CCCCOCC1CN(CCCC)S(=O)(=O)c2c(Oc3ccc(F)cc3)cccc2O1 (configuration not stated) | 1.5 | 30.2
C=CCN1C(=O)c2n[nH]c(COC)c2C1c1ccc2c(c1)OCO2 (configuration not stated) | 1.4 | 10.4
CCNC(=O)N1CCN(c2ccc(N3CCN(Cc4ccccc4)[C@@H](C)C3)c(C)c2)[C@@H](C)C1 | 2.6 | -25.9
Nc1nc2ccc(Cl)cc2cc1C(=O)NCCc1ccc(Cl)cc1Cl | 1.2 | 12.9

Other results:
Compound | TAAR1 ag | TAAR1 antagonist
Cn1cnc([N+](=O)[O-])c1Sc1nnc(-c2ccccc2)c(-c2ccccc2)n1 | 4.7 | -1.3
C#CCNC(=O)C[C@H]1C[C@@]2(C(=O)OC)C(=C[C@H](C(C)(C)C)O[C@@H]2C)N(Cc2ccc3c(c2)OCO3)C1=O | 7.0 | -20.3
COC(=O)[C@@H](N[C@H](/C=C/c1ccccc1)[C@@H](O)Cc1ccccc1)C(C)C | -2.6 | -3.5
COc1ccccc1-c1cccc2[nH]c3c(c12)CCN1C(=O)[C@H]2[C@H](C)ON(C)[C@H]2C[C@@H]31 | 5.8 | -23.7
COCc1cc(N2CCNC[C@H]2C)ccc1N1CCS(=O)(=O)CC1 | 0.7 | 10.4
COc1ccccc1-c1cccc2c3c([nH]c12)[C@@H]1C[C@H]2[C@@H](C(=O)N1CC3)[C@H](C)ON2C | 4.6 | -2.5
COC(=O)CC1N(S(=O)(=O)c2ccc(C)cc2)c2ccccc2C1(C(=O)OC)C(=O)OC (configuration not stated) | 1.8 | 1.1
Cc1cccc(C)c1NC(=O)C(c1ccc(-c2ccccc2)cc1)n1c(=O)c(-c2ccco2)nc2ccccc21 (configuration not stated) | 0.9 | -14.9
Cc1cc(Br)cn2c(Cc3cccc(F)c3)c(-c3cccc(Cl)c3)nc12 | -1.2 | -21.1
c1ccc(COCCc2cn(Cc3ccccc3)c3ccccc23)cc1 | -1.4 | -21.7
CCC(=O)N[C@@H]1C=C[C@@H](CC(=O)NCc2ccccc2F)O[C@@H]1CO | 1.1 | -18.9
Cc1[nH]nc2c1C(c1ccc3c(c1)OCO3)N(Cc1ccccc1)C2=O (configuration not stated) | -2.1 | 3.1
COC(=O)Cc1nnn2c1[C@H](C)[C@H](c1ccccc1Br)OCC2 | 2.7 | 73.5*
CC(C)[C@H](NS(=O)(=O)c1ccc(F)cc1F)C(=O)N1CCC[C@H]1C(=O)NCc1ccccc1 | 1.1 | -23.7
C#CCN(Cc1ccco1)C(=O)c1nnc2c3ccccc3n(S(=O)(=O)c3ccc(C)cc3)c2n1 | -0.4 | -1.5

Following part.
Compound | TAAR1 ag | TAAR1 antagonist
CSCCC(C(=O)NC(C)(C)C)n1c(-c2ccccc2)nc2ccccc21 (configuration not stated) | -0.4 | -24.9
COCCNC(=S)N1C[C@H]2CON(C)[C@H]2C[C@H]1c1ccccc1Br | 2.2 | -24.8
Cc1ccc2nc(CN(C)C(=O)[C@@H](Cc3ccccc3)NC(=O)[C@H]3O[C@@H](n4ccc(=O)[nH]c4=O)[C@H](O)[C@@H]3O)[nH]c2c1 | 1.1 | -7.7
COc1ccc(C(=O)C(=O)N2CCC(Cc3ccccc3)CC2)cc1OC | -0.1 | -6.0
Cc1cccc(C)c1NC(=O)C1(C)CSCC(=O)N1CCCn1ccnc1 (configuration not stated) | 1.5 | -11.2
COC(=O)[C@]12C[C@H](CC(=O)N3CCOCC3)C(=O)N(CCc3ccc(OC)c(OC)c3)C1=C[C@H](C(C)(C)C)O[C@@H]2C | 0.2 | -11.8
COC(=O)c1cc2c(c3c4cc(OC)ccc4n(S(=O)(=O)c4ccc(OC)cc4)c13)C(=O)N(Cc1ccc(N(C)C)cc1)C2 | -0.2 | -13.9
Nc1[nH]c(C(=O)c2ccccc2)c(-c2ccc(Cl)cc2)c1C(=O)c1c[nH]c2ccc(F)cc12 | 4.9 | -32.9
CC(=O)N1CCN(c2ccc(N3CCN(C(C)=O)[C@@H](C)C3)c(C)c2)[C@H](C)C1 | 4.6 | -15.3
COC(=O)C1=CN(c2ccc(C(C)(C)C)cc2)C(N)=C(C#N)C1c1cccc([N+](=O)[O-])c1 (configuration not stated) | -0.1 | -13.3
COC(=O)C1=C(C)N(Cc2ccccc2C(F)(F)F)C(=NCC2CC2)NC1c1cccc(Cl)c1 (configuration not stated) | 26.6 | 1.6
Cc1cccc(C)c1NC(=O)C(c1ccccc1F)n1c(=O)c(-c2cc3ccccc3[nH]2)nc2ccccc21 (configuration not stated) | 0.4 | 5.9
COC(=O)C1=C(C)N(Cc2ccc(C(F)(F)F)cc2)C(=NCc2ccc(OC)cc2)NC1c1ccccc1 (configuration not stated) | 21.4 | 25.0
Cn1cc([C@]2(O)C(=O)N(c3ccccc3)c3ccccc32)c2ccccc21 | 2.7 | -6.4
CN(Cc1ccccc1)C(=O)c1cccc(NC(=O)Cc2ccc(NC(=O)C3CCCN(S(=O)(=O)c4cccc([N+](=O)[O-])c4)C3)cc2)c1 (configuration not stated) | 0.3 | -11.2

Next compounds follow:
Compound | TAAR1 ag | TAAR1 antagonist
O=C(C[C@H]1CC[C@@H](NC(=O)c2ccncc2)[C@@H](CO)O1)NCC1CC1 | -0.3 | -5.9
CSCCC(c1nc2ccccc2[nH]1)n1c(-c2ccc3ncccc3c2)nc2ccccc21 (configuration not stated) | 10.2 | -7.0
COC(=O)C[C@@H]1CC[C@@H](NC(=O)c2ccccc2F)[C@@H](CO)O1 | 1.6 | 3.2
CC(C)NC(=O)N[C@H]1CC[C@H](CC(=O)NCc2ccc(Oc3ccccc3)cc2)O[C@@H]1CO | 2.9 | -1.0
COC1=CC(=O)OC(c2ccc(C#N)cc2)C1 (configuration not stated) | 1.5 | -6.5
CCOC(=O)[C@]12CCCC=C1N(Cc1ccccc1)C(=O)[C@H](CC(=O)NCc1cccc(C(F)(F)F)c1)C2 | -1.0 | -16.6
Nc1[nH]c(C(=O)c2ccc(Br)cc2)c(-c2ccc(Br)cc2)c1C(=O)NCc1cccc2ccccc12 | 2.0 | -21.3
Nc1[nH]c(C(=O)c2ccccc2)c(-c2ccc(Cl)cc2)c1C(=O)c1c[nH]c2ccc(Br)cc12 | 1.0 | -20.1
COCCN1Cc2cc(C(=O)OC)c3c(c2C1=O)c1ccccc1n3S(=O)(=O)c1ccc(OC)cc1 | 2.5 | -19.6
Cc1ccc(S(=O)(=O)N2[C@H](CC(=O)c3cccc4ccccc34)OC[C@@H]2C)cc1 | 3.9 | -9.8

Rewritten with values under each structure: entries from further up
The line under a structure holds: TAAR1 ag	TAAR1 antagonist
- CCOC(=O)[C@]12CCCC=C1N(Cc1ccccc1)C(=O)[C@H](CC(=O)NCc1cccc(C(F)(F)F)c1)C2
  -1.0	-16.6
- O=C(C[C@H]1CC[C@@H](NC(=O)c2ccncc2)[C@@H](CO)O1)NCC1CC1
  -0.3	-5.9
- CSCCC(c1nc2ccccc2[nH]1)n1c(-c2ccc3ncccc3c2)nc2ccccc21 (configuration not stated)
  10.2	-7.0
- COC(=O)C[C@@H]1CC[C@@H](NC(=O)c2ccccc2F)[C@@H](CO)O1
  1.6	3.2
